# Compound activity as filed in PubChem BioAssay.
# Mtb UGM inh = blocks M. tuberculosis UGM enzyme; purified UGM, fluorescence polarization probe displacement; P9WIQ1; AID 504406; 320,000 compounds, 0.06% hits; inhibition, % at 10 µM; in the data active = inhibition above about 10%, passing the limit was not always enough; inconclusive = no clear call, values can overlap the other calls
# GDH-TPI counter = GDH-TPI coupled enzyme inhibition counter-screen; inhibition, % at 4.8 µM; 360,000 compounds, 1.2% hits; GDH-TPI coupled enzyme counterscreen, NADH absorbance; in the data active = inhibition above about 30%;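 also: 0% = DMSO wells and 100% = wells lacking the enzyme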
# BH1578 lux ind = quorum light induction in luxS cqsA deficient V. cholerae; V. cholerae BH1578 lux reporter, luminescence, 6 h; activation, % at 18.7 µM; 350,000 compounds, 0.16% hits; AID 588436; in the data active = activation mostly above about 9.7%, no sharp cut-off; inconclusive = no clear call, values can overlap the other calls; inactive = mostly below about 3.7%; also: not every result past the cut was called active; inactives centre near 0; reference of the scale not given here
# TcdB GH inh = blocks C. difficile toxin B glycohydrolase activity. TcdB glycohydrolase enzymatic assay, plate reader. inhibition, % at 9.99 µM. 350,000 compounds, 0.24% hits. P18177; in the data active = inhibition above about 10%
# Target sequence (P18177 whole entry, looked up): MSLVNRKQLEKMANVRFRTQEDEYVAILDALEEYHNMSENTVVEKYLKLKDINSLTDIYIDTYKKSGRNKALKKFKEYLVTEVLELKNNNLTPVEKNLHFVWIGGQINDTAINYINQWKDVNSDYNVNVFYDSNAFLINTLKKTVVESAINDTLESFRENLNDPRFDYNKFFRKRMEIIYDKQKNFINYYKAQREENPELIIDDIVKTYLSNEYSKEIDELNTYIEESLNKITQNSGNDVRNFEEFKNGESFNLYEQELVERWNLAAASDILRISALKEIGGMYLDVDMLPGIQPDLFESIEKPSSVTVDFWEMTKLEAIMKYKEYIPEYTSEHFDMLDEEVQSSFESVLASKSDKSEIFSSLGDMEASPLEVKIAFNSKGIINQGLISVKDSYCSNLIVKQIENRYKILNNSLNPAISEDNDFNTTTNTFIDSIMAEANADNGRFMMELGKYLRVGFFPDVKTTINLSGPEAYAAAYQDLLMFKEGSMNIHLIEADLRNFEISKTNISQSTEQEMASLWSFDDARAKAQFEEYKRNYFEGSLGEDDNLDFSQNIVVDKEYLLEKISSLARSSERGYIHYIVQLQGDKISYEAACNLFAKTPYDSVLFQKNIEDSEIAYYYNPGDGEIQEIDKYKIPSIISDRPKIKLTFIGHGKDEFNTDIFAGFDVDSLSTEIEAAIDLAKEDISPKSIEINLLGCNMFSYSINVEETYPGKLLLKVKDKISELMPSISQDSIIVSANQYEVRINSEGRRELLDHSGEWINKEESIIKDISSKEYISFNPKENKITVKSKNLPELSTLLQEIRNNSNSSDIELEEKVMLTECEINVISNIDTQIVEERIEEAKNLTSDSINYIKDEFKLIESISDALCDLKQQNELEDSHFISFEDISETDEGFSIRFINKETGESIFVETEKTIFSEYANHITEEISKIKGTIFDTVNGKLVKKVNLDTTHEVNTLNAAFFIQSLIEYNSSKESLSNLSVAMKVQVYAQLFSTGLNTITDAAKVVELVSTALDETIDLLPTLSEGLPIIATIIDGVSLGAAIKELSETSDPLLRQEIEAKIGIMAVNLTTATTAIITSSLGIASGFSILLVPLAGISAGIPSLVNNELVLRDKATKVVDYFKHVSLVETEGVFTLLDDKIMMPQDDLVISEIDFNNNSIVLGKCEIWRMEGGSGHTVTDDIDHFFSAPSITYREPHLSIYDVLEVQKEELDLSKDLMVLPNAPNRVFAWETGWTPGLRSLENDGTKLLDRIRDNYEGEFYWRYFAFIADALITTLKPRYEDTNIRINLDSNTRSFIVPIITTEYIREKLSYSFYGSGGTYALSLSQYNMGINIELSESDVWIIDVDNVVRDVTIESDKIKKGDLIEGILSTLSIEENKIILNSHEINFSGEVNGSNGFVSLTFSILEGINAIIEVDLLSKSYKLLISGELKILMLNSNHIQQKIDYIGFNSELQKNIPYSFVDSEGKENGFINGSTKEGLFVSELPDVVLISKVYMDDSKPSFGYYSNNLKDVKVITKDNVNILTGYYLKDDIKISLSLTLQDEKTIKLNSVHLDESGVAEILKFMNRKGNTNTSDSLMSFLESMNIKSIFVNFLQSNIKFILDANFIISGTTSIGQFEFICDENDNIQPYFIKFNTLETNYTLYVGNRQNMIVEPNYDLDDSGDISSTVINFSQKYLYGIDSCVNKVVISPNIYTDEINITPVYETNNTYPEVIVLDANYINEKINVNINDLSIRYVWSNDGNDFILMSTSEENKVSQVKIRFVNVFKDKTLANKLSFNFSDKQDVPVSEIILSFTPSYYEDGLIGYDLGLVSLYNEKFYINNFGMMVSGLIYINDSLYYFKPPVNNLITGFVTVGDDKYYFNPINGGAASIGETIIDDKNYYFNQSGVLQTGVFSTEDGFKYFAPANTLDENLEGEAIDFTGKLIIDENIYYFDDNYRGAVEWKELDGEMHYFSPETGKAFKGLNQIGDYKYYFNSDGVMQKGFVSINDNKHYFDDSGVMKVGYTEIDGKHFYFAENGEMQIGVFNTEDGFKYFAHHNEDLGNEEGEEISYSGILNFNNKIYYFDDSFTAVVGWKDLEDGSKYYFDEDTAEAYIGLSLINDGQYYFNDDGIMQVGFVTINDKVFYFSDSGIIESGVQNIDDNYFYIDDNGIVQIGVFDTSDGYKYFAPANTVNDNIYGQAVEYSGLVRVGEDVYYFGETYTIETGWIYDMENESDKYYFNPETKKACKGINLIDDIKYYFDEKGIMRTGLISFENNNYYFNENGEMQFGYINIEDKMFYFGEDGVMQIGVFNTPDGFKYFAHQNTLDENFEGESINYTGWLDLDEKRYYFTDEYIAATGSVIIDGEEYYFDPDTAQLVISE
# Mtb FBA inh = inhibitors of M. tuberculosis fructose-bisphosphate aldolase. P9WQA3. inhibition, % at 1 µM. purified M. tuberculosis FBA, fluorescence read-out. 360,000 compounds, 2.3% hits; in the data active = inhibition above about 27%;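 also: 0% = vehicle and 100% = reference inhibitor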
# FadD28 FP inh = blocks FadD28 binding to the bisubstrate probe; fluorescence polarization; inhibition, % at 12.5 µM; 360,000 compounds, 0.22% hits; AID 588549; in the data active = inhibition above about 8.5%, passing the limit was not always enough; inconclusive = no clear call, values can overlap the other calls
# Mtb BioA inh = blocks M. tuberculosis BioA enzyme activity; purified M. tuberculosis BioA enzyme, plate reader; inhibition, % at 9.99 µM; 360,000 compounds, 0.096% hits; in the data active = inhibition above about 40%; inconclusive = no clear call, values can overlap the other calls
# PfHsp40 yeast = compounds rescuing yeast from Plasmodium falciparum HSP40 toxicity; 340,000 compounds, 0.68% hits; growth rescue, % at 12.5 µM; S. cerevisiae expressing PfHsp40, growth rescue, ATP luminescence; in the data active = growth rescue above about 28%, passing the limit was not always enough; inconclusive = no clear call, values can overlap the other calls;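 also: yeast W303a lacking pdr1 and pdr3 grown in galactose medium; growth measured after three days at 30 °C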
# Y pestis TopoI = blocks Yersinia pestis topoisomerase I activity; Y. pestis Topo-I cleavage product accumulation, plate reader; activity, % at 10 µM; 360,000 compounds, 0.064% hits; AID 504884; in the data active = activity above about 50%, passing the limit was not always enough; inconclusive = no clear call, values can overlap the other calls; also: inactives centre near 2
# * hit, by the source's call; i = inactive; u = inconclusive; x = no result given; & = joins results of further samples. Rows are unselected, and some 4.6% of all compounds hit somewhere here.
SMILES,Mtb UGM inh,GDH-TPI counter,BH1578 lux ind,TcdB GH inh,Mtb FBA inh,FadD28 FP inh,Mtb BioA inh,PfHsp40 yeast,Y pestis TopoI
O=C(CSCc1ccc(Cl)cc1)Nc1cc([N+](=O)[O-])ccc1O,-2.3,3,i,0.0,-12,3.2,x,-1.1,-2
CCc1ccc(S(=O)(=O)NCCc2cn3ccc(C)cc3n2)s1,-1.0,-7,i,-0.1,0,-1.1,x,-1.2,-2
Cc1ccc2[nH]c3c(=O)n(CC(=O)NCCCN4CCN(c5ccc(F)cc5)CC4)ncc3c2c1,-1.3,3,-0.1,0.3,8,-0.5,-3.7,1.9,6
C[C@@](Cc1ccc(O)c(O)c1)(NN)C(=O)O,x,2,-0.4,-8.8,-5,-2.8,-0.6,-1.4,-5
CC[C@@]12C(=O)N(c3ccccc3)C(=O)N1[C@H](c1cccc(C)c1)[C@@H]1C(=O)N(Cc3ccccc3)C(=O)[C@@H]12,-1.4,-5,i,1.6,-4,-4.3,0.7,0.2,-15
COc1ccc(C2=CC3=C(Br)C(=O)C(C)(OC(=O)c4ccco4)C(=O)C3=CO2)cc1 (configuration not stated),2.9,23,-0.6,x,-3,10*,-1.3,1.1,-3
COc1ccc(OC)c(/C=N/NC(=O)c2ccncc2)c1,-1.9,19,0.8,0.1,0,0.4,-0.6,-1.1,6
COCCNC(=S)N/N=C1\CC(C)CC(C)(C)C1 (configuration not stated),-0.6,-10,-0.3,-0.2,0,-0.7,2.0,-0.6,6
CN(C(=O)c1nc(-c2ccccc2)n(-c2ccccc2)n1)C1CCS(=O)(=O)C1 (configuration not stated),2.3,9,-0.2,-1.6,0,x,-0.8,-1.6,4
Cc1sc2ncnc(SCC(=O)NC(=O)NCc3ccco3)c2c1C,-0.6,0,-5.9,1.4,0,-0.6,-0.2,-0.2,-2
Cc1cccc(N2CCN(C(=O)CCCOc3ccccc3)CC2)c1C,1.1,-11,i,x,-2,-2.4,2.6,11,33
O=C(c1ccccc1)c1ccc2nc(-c3ccc(NC(=O)c4ccccc4F)cc3)[nH]c2c1,3.3,6,i,x,1,-6.7,-3.0,-0.7,23
Cn1c(=O)c2c(nc(N/N=C/c3c(O)n(-c4ccccc4)c(=S)[nH]c3=O)n2C)n(C)c1=O,1.6,5,0.0,x,0,-3.8,-0.1,-0.2,-2
CCCOC(=O)c1ccc(OCC(O)Cn2c(C)nc3ccccc32)cc1 (configuration not stated),x,-16,-0.2,-1.2,-2,-3.9,-0.4,-0.6,5
CCN(CC(=O)Nc1ccccc1C(F)(F)F)C(=O)Cc1cccs1,0.9,7,i,-0.7,-1,-1.5,1.9,-0.9,5
COC(=O)C1=C(c2cc3ccccc3o2)C[C@@H]2CC[C@H]1N2C(=O)N1CCCC1,-0.3,1,2.8,x,-2,-3.4,0.2,0.0,35
Cc1cc(N)c(NC2=CC(=O)CC(C)(C)C2)cc1C,1.8,-6,i,x,-10,-4.8,-1.1,1.3,2
CNC[C@@H]1Oc2ccc(NC(=O)Nc3c(C)noc3C)cc2CC(=O)N([C@H](C)CO)C[C@H]1C,1.6,3,i,-1.2,-1,0.4,0.0&-1.1,-2.0,15
N#Cc1ccc(CN2CCN(C(=O)c3cn(Cc4ccccc4)nc3-c3cccnc3)CC2)cc1,1.1,3,i,1.3,1,x,0.0,-0.3,25
CSCC(=O)NC1CCCc2c1cnn2-c1ccc(C)c(C)c1 (configuration not stated),-1.0,6,-0.1,-0.3,-1,-2.4,-0.8,-0.6,-6

# Record cards, from the list above. Values in the order: Mtb UGM inh	GDH-TPI counter	BH1578 lux ind	TcdB GH inh	Mtb FBA inh	FadD28 FP inh	Mtb BioA inh	PfHsp40 yeast	Y pestis TopoI
# Shown for `Cc1ccc2[nH]c3c(=O)n(CC(=O)NCCCN4CCN(c5ccc(F)cc5)CC4)ncc3c2c1` = -1.3	3	-0.1	0.3	8	-0.5	-3.7	1.9	6
# Shown for `CSCC(=O)NC1CCCc2c1cnn2-c1ccc(C)c(C)c1` (configuration not stated) = -1.0	6	-0.1	-0.3	-1	-2.4	-0.8	-0.6	-6
# Shown for `O=C(CSCc1ccc(Cl)cc1)Nc1cc([N+](=O)[O-])ccc1O` = -2.3	3	i	0.0	-12	3.2	x	-1.1	-2
# Shown for `Cn1c(=O)c2c(nc(N/N=C/c3c(O)n(-c4ccccc4)c(=S)[nH]c3=O)n2C)n(C)c1=O` = 1.6	5	0.0	x	0	-3.8	-0.1	-0.2	-2
# Shown for `CCN(CC(=O)Nc1ccccc1C(F)(F)F)C(=O)Cc1cccs1` = 0.9	7	i	-0.7	-1	-1.5	1.9	-0.9	5

# Next results
SMILES,Mtb UGM inh,GDH-TPI counter,BH1578 lux ind,TcdB GH inh,Mtb FBA inh,FadD28 FP inh,Mtb BioA inh,PfHsp40 yeast,Y pestis TopoI
CC(NC(=O)c1ccc2c(c1)C(=O)N(Cc1cccnc1)C2=O)c1ccccc1 (configuration not stated),2.6,-4,i,-1.0,-3,-0.1,12,0.7,1
CCc1c(C)n([O-])c2c([n+]1=O)CCCCC2,0.0,7,0.4,x,-2,-3.1,1.3,-0.7,1
CCOC(=O)c1c[nH][nH]c1=O,-0.7,0,-0.5,0.5,1,-3.8,-1.4,-1.4,6
COc1ccccc1C(=O)C1CCCN(C(=O)CCC(=O)c2ccccc2)C1 (configuration not stated),2.9,7,-0.8,-0.1,0,-1.7,x,0.8,u
CN(C)CCN1CCN(C2CN(C3CCCCC3)S(=O)(=O)C2)CC1 (configuration not stated),x,x,x,0.6,-2,-2.4,0.6,x,x
O=C(NNC(=S)NC1CCCCC1)c1cccs1,1.0,9,0.0,x,5,-0.3,-0.1,0.7,-5
CCCS(=O)(=O)N1CCCC(C(=O)NCCCN2CCN(c3ccccc3F)CC2)C1 (configuration not stated),-0.3,-6,x,0.8,0,0.0,-0.6,-0.1,1
O=C(O)c1ccc(-c2nc(-c3ccc(Cl)cc3)cs2)cc1,x,2,i,-1.2,2,-5.3,x,1.4,6
O=c1[nH]c2ccc(Cl)cc2c(-c2ccccc2)c1SC(=S)N1CCCCC1,0.6,-1,-3.4,x,-3,-11,x,8.0,18
CN1C(=O)C(=Cc2ccc(SC3CCCCC3)o2)C(=O)N(C)C1=O,2.6,3,i,0.2,-3,0.9,x,-1.6,-7
CC(=O)CCC1CC(c2ccc(Cl)cc2)=NO1 (configuration not stated),0.0,2,i,2.8,1,-0.9,-0.3,-1.2,8
CCOc1ccccc1CN1CCCC(C(=O)Nc2cccc(-n3cccn3)c2)C1 (configuration not stated),1.1,10,-0.4,-0.7,1,-0.5,7.4,0.8,-3
Cc1cc(=O)n2nc(N3CCCC3C(=O)Nc3cccc(F)c3)sc2n1 (configuration not stated),0.2,10,-0.3,0.8,7,-1.6,3.6,0.6,-4
O=C(Nc1nnc(CCOCCOCCc2nnc(NC(=O)c3ccco3)s2)s1)c1ccco1,-1.5,28,i,-1.1,1,-0.7,x,0.1,2
CC1=C(C(=O)N2CCOCC2)CC(CC(=O)NC2CCCC2)C(=O)N1CCCN1CCCC1=O (configuration not stated),x,-2,-0.5,0.7,-2,-0.9,-4.9,x,0
CCOC(=O)C1=C(N)N2C(=O)C(C)SC2=C(C(=O)OC)C1c1cccc(OC)c1 (configuration not stated),-1.9,1,-0.4,0.8,2,-1.2,-0.2,u,24
COC(=O)C(NS(=O)(=O)c1ccc(F)cc1)c1ccccc1 (configuration not stated),0.0,8,-0.2,0.5,2,-0.8,x,0.9,3
Cc1ccc(CC2CC(=O)N(Cc3ccco3)C2=O)cc1 (configuration not stated),-2.4,2,i,x,2,-0.4,-1.1,3.5,10
CCOC(=O)N1CCN(CCC(=O)Nc2cc([N+](=O)[O-])ccc2OC)CC1,-0.3,0,0.1,1.6,5,-1.1,x,-0.3,-1
C/C=C(\C)CN1CCN(c2cccc(C)c2C)CC1,2.0,9,-0.3,x,0,2.5,-0.6,-1.0,7
CN1CCN(S(=O)(=O)c2ccc(C3CCCCC3)cc2)CC1,x,-5,-2.1,0.9,0,-1.6,1.3,1.6,8
COC(=O)c1ccc(COC(=O)c2ccc(C)c(S(=O)(=O)N3CCCCC3)c2)cc1,x,6,-5.6,0.4,2,-1.5,-2.4,1.5,40
O=C(CSc1ccc(-c2ccc(Br)cc2)nn1)NC1CCCC1,-1.7,3,-0.4,1.7,6,-2.5,-0.7,0.0,1
O=C(NCc1ccccc1)C1=C[C@@H](C2CC2)C[C@@H](OCCCCO)O1,0.6,7,0.8,1.2&0.6,0,-0.1,0.7,-0.7,9
CN(C)S(=O)(=O)c1ccc(Cl)c(NC(=O)COC(=O)CCSc2ccccc2)c1,0.1,5,3.4,x,0,-1.3,x,-0.2,24
CCc1nc(-c2ccccc2)cc(=O)[nH]1,-0.1,9,i,-0.7,4,-0.2,-0.9,0.7,-4
Cc1nc2ccc(NS(=O)(=O)c3ccc(F)c(F)c3F)cc2s1,2.2,5,i,-0.7,0,x,-1.2,-1.6,-3
COc1ccc(CN(C2CCCC2)S(=O)(=O)c2ccc(-n3cnnn3)c(OC)c2)cc1OC,0.3,10,i,0.9,2,-1.3,-0.2,4.2,10
Cc1cccc(N2CCN(C(=O)c3cn(C)c(=O)c4c3c3ccccc3n4C)CC2)c1C,-1.6,4,0.1,0.6,5,-1.5,2.2,2.2,5
Cc1ccc(NC(=O)c2ncn(CC(=O)NCc3ccccc3)n2)cc1C,x,7,i,0.9,-2,-2.0,1.0,-0.1,9
CCOC(=O)C(C)Oc1cccc2c(=O)n(CC(=O)NCc3ccc4c(c3)OCO4)ccc12 (configuration not stated),-2.7,15,-0.1,-0.3,6,-3.2,-1.4,-0.9,6
Cc1cccc(N2C(=O)NC(=O)/C(=C\c3ccc4c(c3)CCCN4Cc3ccccc3)C2=O)c1,2.1,18,-0.5,x,-1,-0.7,x,0.6,13
CCOC(=O)COc1ccc(C2NC(C(=O)O)CS2)cc1 (configuration not stated),2.6,6,i,x,5,-2.6,-1.0,-0.7,-5
COc1ccc(NC(=O)CCn2cccc2)cc1,3.6,15,i,x,0,-1.0,0.6,0.4,-14
Cc1ccc(C(C[N+](=O)[O-])c2c(-c3ccccc3O)[nH][nH]c2=O)cc1 (configuration not stated),2.0,2,-2.1,x,2,-33,x,10,-5
COc1ccc(COc2cc(-c3cccc(OC)c3)nc3ccc(NC(=O)C(C)C)cc23)cc1,0.7,4,i,1.5,43*,-3.7,-0.7,-0.3,6
CN1CCN(C(=O)COCc2cc(-c3ccc4c(c3)OCO4)on2)CC1,-1.1,0,-0.8,1.5,1,0.8,-0.7,1.9,7
CN(C)c1nc(SCC#N)nc(N(C)C)n1,-1.3,4,x,x,2,0.4,-0.7,3.9,11
CCOc1ccc(N(CC(=O)N2CC=C(c3ccccc3)CC2)S(=O)(=O)c2c(C)noc2C)cc1,-1.9,4,-0.4,0.9,4,-0.3,0.1,0.3,5
O=C(NCC(=O)N(c1ccc2c(c1)OCO2)C(C(=O)NC1CCCC1)c1cccs1)c1ccco1 (configuration not stated),-0.7,1,i,x,3,-3.2,-1.3,0.0,16
Cc1ccc([N+](=O)[O-])cc1S(=O)(=O)N1CCCC1,-1.5,13,-0.2,0.6,0,1.6,x,-1.8,5
O=[N+]([O-])c1ccc(O)c(/C=N\N=C2c3ccccc3-c3ccccc32)c1,2.1,6,-0.3,x,-1,-1.1,x,2.3,2
CCOc1ccccc1C(=O)NCCC(=O)O,-0.6,-4,3.1,x,-1,-2.4,-2.9,1.0,-2
CC(=O)c1ccc(NC(=O)CSc2nc3[nH]c(=O)cc(O)c3s2)cc1,x,13,-0.8,2.0,-2,0.3,-0.7,-0.2,4
CC(O)CNC(=O)Cc1cc(=O)[nH]c(=O)[nH]1 (configuration not stated),0.8,-6,-0.4,0.0,-4,-3.5,-0.6,1.1,-6
CN(C)c1ccc(N/C=C/C(=O)c2ccc(F)cc2)cc1,-1.2,2,-1.0,x,-5,-0.6,-0.9,-1.0,-1
Cc1ccc2[nH]c(=O)c(C(c3nnnn3C(C)(C)C)N3CCN(C(=O)c4ccco4)CC3)cc2c1 (configuration not stated),3.0,5,i,x,3,-1.1,0.1,0.4,24
